GALR2 blocker = GALR2 antagonists in receptor-expressing cells, primary screen; Galanin receptor type 2 (Homo sapiens), O43603; antagonist mode; inhibition, % at 4 µM; actives 0.39% (n = 140,000); AID 828, 2007; in the data active means inhibition above about 27%;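 further: cells stimulated with galanin 1-16 at roughly its EC80; 0% = agonist challenge control and 100% = basal control without agonist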
Target sequence (O43603 whole entry, looked up): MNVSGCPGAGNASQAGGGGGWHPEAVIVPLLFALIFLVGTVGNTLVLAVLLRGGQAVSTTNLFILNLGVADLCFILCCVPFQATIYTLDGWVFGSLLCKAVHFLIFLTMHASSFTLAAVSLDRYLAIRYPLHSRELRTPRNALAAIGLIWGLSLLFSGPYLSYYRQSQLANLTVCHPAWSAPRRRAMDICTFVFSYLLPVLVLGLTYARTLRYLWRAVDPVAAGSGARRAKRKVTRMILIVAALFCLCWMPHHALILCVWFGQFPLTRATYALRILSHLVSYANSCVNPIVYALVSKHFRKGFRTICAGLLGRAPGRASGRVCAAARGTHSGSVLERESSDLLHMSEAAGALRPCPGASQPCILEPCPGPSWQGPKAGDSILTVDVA
MRP1 act = H69AR viability gain despite doxorubicin, primary screen, MRP-1 activator project, H69AR cells, CellTiter-Glo | viability rescue | viability increase, % at 10 µM | AID 799, 2007 | actives 0.61% (n = 140,000);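 active means viability gain under doxorubicin at or above a set limit, the compound median plus 3 SD, cut at about 4.7% in these data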;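 further: MRP-1 overexpressing cells given doxorubicin 25 µM after compound pretreatment; 18-22 h compound pretreatment then 72 h with doxorubicin before readout; 0% = doxorubicin-only wells and 100% = vehicle-treated cells without doxorubicin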
Measles CPE = compounds protecting cells from measles virus cytopathic effect, primary screen, measles RdRp inhibitor project, single point, MLSMR library, absorbance. Measles virus-infected cells, CPE protection. protection (pct of control), % at 4 µM. actives 1.5% (n = 140,000); in the data active means protection mostly above about 24%, no sharp cut-off; inactive means mostly below about 26%; further: some compounds called inactive have numbers as strong as hits
NPY Y2 blocker = NPY-Y2 receptor antagonists, primary screen, cell-based | Neuropeptide Y receptor type 2 (Homo sapiens), P49146 | actives 0.99% (n = 140,000) | NPY-Y2 expressing cells, antagonist mode | inhibition, % at 2.7 µM; in the data active means inhibition above about 17%;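 further: 0% = vehicle with agonist challenge and 100% = reference antagonist with challenge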
Target sequence (P49146 whole entry, looked up): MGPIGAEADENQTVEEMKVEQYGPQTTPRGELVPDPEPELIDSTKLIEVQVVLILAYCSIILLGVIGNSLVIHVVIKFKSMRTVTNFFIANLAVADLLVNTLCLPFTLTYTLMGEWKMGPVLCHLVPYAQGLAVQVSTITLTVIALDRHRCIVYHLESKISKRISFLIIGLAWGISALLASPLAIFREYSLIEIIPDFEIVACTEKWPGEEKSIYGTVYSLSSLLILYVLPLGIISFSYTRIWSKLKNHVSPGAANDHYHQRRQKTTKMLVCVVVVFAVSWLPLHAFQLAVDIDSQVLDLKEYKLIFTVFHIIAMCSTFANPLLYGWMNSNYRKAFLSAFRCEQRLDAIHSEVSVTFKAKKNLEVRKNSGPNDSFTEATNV
Phagocytosis inh = inhibitors of macrophage phagocytosis, primary screen, imaging, J774A.1 cells, IgG beads. J774A.1 macrophage IgG-bead phagocytosis. inhibition, % at 5 µM. actives 0.07% (n = 110,000). AID 1029, 2008;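 active means inhibition above the mean of the plate negative controls plus 5 SD, cut at about 13% in these data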;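 further: phagocytic index as fraction of beads internalized from green versus red external bead signal; plate controls were DMSO negative control for no effect and cytochalasin-D positive control for full effect; some results beyond the cut were filed as inactive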
BB579 growth dn = growth inhibitors of yeast BB579 in restrictive medium, primary screen, yeast lifespan-shortening project, S. cerevisiae. inhibition, % at 10 µM. OD615, 48 h. actives 0.51% (n = 140,000);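 active means inhibition above a set limit, 3 SD over the mean compound inhibition, cut at about 44% in these data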; further: inactives centre near -24
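Material: Saccharomyces cerevisiae DeaD strain BB579, replicative lifespan model yeast; buffer or medium: CSMM-D restrictive synthetic medium containing dextrose (glucose); compound: 10 µM single dose, DMSO 0.25%; timing: 48 h compound exposure at 30 °C after 4 h preincubation; signal: turbidity as optical density at 615 nm; benchmarks: positive control amphotericin B 10 µg/mL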
HCT116 PTEN-null = growth suppression of PTEN-null HCT116, primary screen, cell-based, CellTiter-Glo | AID 827, 2007 | actives 1.2% (n = 140,000) | viability, % at 10 µM | HCT116 PTEN-null viability, 60 h; hits give low values;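 active means viability at or below a set limit, 4 SD under the median of all tested compounds, cut at about 3.7% in these data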;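 further: PTEN knockout HCT116 line with beta catenin targeted HCT116 as companion control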
E-sel TNF inh = E-selectin induction blockers in HUVEC – imaging, immunofluorescence, high content, primary screen; actives 0.71% (n = 120,000); HUVEC TNFa-induced E-selectin immunofluorescence; AID 1246, 2008; inhibition, % at 2 µM;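 active means inhibition above the batch mean plus 3 SD, and confirmed as a hit on visual image review, cut at about 43% in these data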;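 further: 0% = TNF-stimulated DMSO wells and 100% = unstimulated control wells; not every result past the cut was called active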
Yeast lifespan up = compounds extending yeast replicative lifespan, primary screen, S. cerevisiae, OD615. S. cerevisiae growth with nicotinamide; deaD strain in restrictive glucose medium. inhibition of the nicotinamide effect, % at 10 µM. actives 0.68% (n = 130,000). AID 775, 2007;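 active means inhibition above a set limit, placed 3 SD over the median of all compounds, cut at about 26% in these data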;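 further: 0% = nicotinamide-treated wells and 100% = cells grown without nicotinamide; some compounds called inactive have numbers as strong as hits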
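Test system – modified budding yeast, DeaD strain · Compound – single dose 10 µM compound, 0.25% DMSO · Times – culture preincubation 4 h, compound exposure 48 h, both 30 °C · Detection – optical density (absorbance) at 615 nm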
bCat KO growth = primary screen for growth suppressors in beta-catenin knockout HCT116 cells (colon tumor, human); viability, % at 10 µM; actives 1.5% (n = 140,000); HCT116 beta-catenin knockout viability, CellTiter-Glo, 60 h; hits give low values; AID 818, 2007;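 active means viability at or under a set limit, the compound median less 4 SD, cut at about 6% in these data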;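 further: 0% = Hyamine 1622 control at 20 µM and 100% = untreated cell control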
* = called active by the depositor; . = no result given.

Fields: GALR2 blocker	MRP1 act	Measles CPE	NPY Y2 blocker	Phagocytosis inh	BB579 growth dn	HCT116 PTEN-null	E-sel TNF inh	Yeast lifespan up	bCat KO growth
CCOC(=O)C1=C(C)N=C2c3ccccc3C(=O)C2C1c1ccc(C)cc1 (configuration not stated)
    -11	-1.1	0	-3	.	-22	78	-18	-10	71
Nn1c(SCC(=O)Nc2ccccc2F)nnc1-c1cccnc1
    -2	-1.4	3	0	-1	-80	94	-20	-10	89
CCOC(O)[C@H]1N[C@@H](c2ccc(Cl)cc2)[C@@H]([N+](=O)[O-])[C@@H]1c1ccccc1 (some centres not stated)
    -2	-0.2	4	14	0	-50	75	-1	14	77
O=C(COC(=O)C1CC1)Nc1ccc(Oc2ccccc2)cc1
    -1	-1.0	5	3	0	-36	103	-24	-12	101
COc1ccccc1NC(=O)Cc1coc2cc(C)ccc12
    2	-0.1	19	0	0	-32	94	44	-15	86
COc1ccc(C(=O)CCNc2ccc(C)c(Cl)c2)cc1
    9	1.3	16	4	-4	-23	85	-3	-2	92
O=C(Nc1cccc(C(F)(F)F)c1)C12CC3CC(CC(C3)C1)C2
    -8	-2.0	2	8	.	-14	1.0*	-2	.	0.9*
Cc1[nH]n(C(N)=S)c(=O)c1N=Nc1ccc(S(=O)(=O)N2CCCC2)cc1
    3	-1.6	9	0	.	-45	89	1	.	93
O=C(CNc1ccccc1)Nc1ccc(F)cc1
    -13	-3.9	24	-2	-1	7	90	-21	-11	85
CCOC(=O)c1cc(C)sc1/N=C/C1C(=O)CC(C)(C)CC1=O
    0	-4.2	10	2	-4	-22	97	9	10	94
Cc1occc1C(=O)NCc1ccccn1
    13	-1.1	9	0	0	-8	89	10	-6	91
CN(C(=O)/C=C/c1ccccc1)C1CCS(=O)(=O)C1 (configuration not stated)
    -13	-2.3	2	0	-2	13	100	.	0	98
COc1cc(NC(=O)COc2cccc(OC)c2)cc(OC)c1
    -1	-4.4	1	3	0	12	88	.	-7	85
Cc1[nH]n(-c2ccc([N+](=O)[O-])cc2)c(=O)c1C=NCCN1CCN(C(=O)c2ccccc2F)CC1
    -2	-4.4	1	-1	.	-28	45	-9	-14	53
CCN(CC)S(=O)(=O)c1ccc(N2CCOCC2)c(NC(=O)c2cccc3ccccc23)c1
    5	-2.0	36	5	-8	-42	65	-8	-3	78
O=C(NCC1OCCc2ccccc21)c1ccc(NC(=O)c2ccccc2Cl)cc1 (configuration not stated)
    10	0.5	21	1	0	-18	83	-22	0	75
CCOC(=O)CNC(=O)c1cc(C)oc1C
    -4	-0.4	1	3	8	-35	80	5	-16	86
Cc1ccc2oc(-c3ccccc3)nc2c1
    -9	-1.8	8	6	.	-21	99	14	-19	97
CCCOc1ccccc1C1CC(=O)Nc2cc3c(cc21)OCO3 (configuration not stated)
    -3	-2.5	28	11	0	-42	89	12	7	84
COCCNC(=O)C1CC(c2cccc(OC)c2)=NO1 (configuration not stated)
    3	-1.8	30	-2	4	9	101	.	-4	85
COc1ccc2cc(C#N)c(N3CCN(Cc4nnnn4CCC(C)C)CC3)nc2c1
    -9	-1.5	10	2	-1	-56	76	-2	1	80
Cc1ccc(NC(=O)c2ccc(OC(=O)COc3ccc(Cl)c(C)c3)cc2)cc1
    3	-1.2	7	3	1	-42	75	.	5	81
CC1CN(CC(=O)Nc2ccccc2Sc2ccccc2)CC(C)O1 (configuration not stated)
    -4	-2.9	7	2	-9	4	74	.	27*	71
CCOc1cc(CN2CCN(c3cccc(C(F)(F)F)c3)CC2)ccc1O
    -4	-2.8	7	5	0	-42	85	.	-5	82
COc1cc(OC)c(C2=NOC(C(=O)NCc3ccc4c(c3)OCO4)C2)cc1Cl (configuration not stated)
    -2	-3.4	3	11	5	-29	60	-7	-4	64
CC(C)OC(=O)CSc1nc2ccccc2s1
    34*	-0.7	9	6	4	-5	107	-9	-13	110
CCCC(C)C(=O)Nc1nc(C)c(-c2csc(Nc3cc(Cl)ccc3C)n2)s1 (configuration not stated)
    -7	-2.5	5	11	1	0	66	-18	-4	77
O=C(NCc1ccccc1)N1CCN(c2ccc(Cl)c(Cl)c2)CC1
    3	-2.3	11	9	0	-42	58	71*	2	65
Clc1cnc(N/N=C/c2ccco2)c(Cl)c1
    0	-2.3	26	2	.	-2	98	.	-7	92
O=C(Nc1cc(C(=O)N2CCOCC2)cc(C(=O)N2CCOCC2)c1)c1cc(F)c(F)cc1Cl
    -5	-1.8	28	-3	3	-44	87	-24	-13	96

An excerpt from above with just Phagocytosis inh, HCT116 PTEN-null and MRP1 act:
Molecule | Phagocytosis inh | HCT116 PTEN-null | MRP1 act
O=C(NCc1ccccc1)N1CCN(c2ccc(Cl)c(Cl)c2)CC1 | 0 | 58 | -2.3
CCOc1cc(CN2CCN(c3cccc(C(F)(F)F)c3)CC2)ccc1O | 0 | 85 | -2.8
CCCC(C)C(=O)Nc1nc(C)c(-c2csc(Nc3cc(Cl)ccc3C)n2)s1 (configuration not stated) | 1 | 66 | -2.5
Cc1ccc(NC(=O)c2ccc(OC(=O)COc3ccc(Cl)c(C)c3)cc2)cc1 | 1 | 75 | -1.2
CC1CN(CC(=O)Nc2ccccc2Sc2ccccc2)CC(C)O1 (configuration not stated) | -9 | 74 | -2.9
COc1ccc2cc(C#N)c(N3CCN(Cc4nnnn4CCC(C)C)CC3)nc2c1 | -1 | 76 | -1.5

Continuation.
Fields: GALR2 blocker	MRP1 act	Measles CPE	NPY Y2 blocker	Phagocytosis inh	BB579 growth dn	HCT116 PTEN-null	E-sel TNF inh	Yeast lifespan up	bCat KO growth
COc1ccc(-c2cc(=O)[nH][nH]2)cc1OC
    1	-2.1	4	0	-2	-17	103	0	-1	91
COc1ccc(OC)c(C2C3=C(N=c4s/c(=C\c5cccc(O)c5)c(=O)n42)c2ccccc2CC3)c1 (configuration not stated)
    -2	-5.1	11	-1	-4	-47	3.2*	.	12	3.2*
COc1ccc(NC(=O)CCCn2c(=O)c3sccc3n(Cc3ccc(C)cc3C)c2=O)cc1
    3	-0.3	3	8	-7	-62	88	-26	-3	85
CCOC(=O)c1c(NC(=O)CSc2nnc(CNc3ccc(OC)cc3)n2C)sc(C)c1C
    -22	-1.3	8	1	0	-61	32	6	-11	34
CN1CCN(C(=O)/C(=C/c2cccs2)NC(=O)c2cccs2)CC1
    -3	-1.6	12	1	.	-9	80	.	9	90
Cn1cccc1Cc1nnc(SCC(=O)Nc2ccccc2F)n1-c1ccc(F)cc1
    -5	-2.5	11	-2	0	-36	80	.	-6	83
O=C(OCc1nc2ccc(Cl)cc2n1CCO)c1ccccc1C(=O)c1ccccc1
    -2	-1.5	8	3	-4	-16	92	.	-3	88
O=C(Nc1ccccc1OC(F)F)c1ccc(F)cc1
    6	-0.1	7	2	3	-10	92	-11	-16	96
CC(=O)NNc1ncnc2ccccc12
    6	-0.2	2	1	-7	-32	97	-4	-2	91
Cc1ccc(C(=O)Nc2ncc(C)s2)o1
    -13	-3.3	11	0	.	-33	73	13	-8	77
CCCCSc1cnn(-c2ccccc2)c(=O)c1SCCCC
    1	3.6	17	9	.	-6	74	13	.	59
O=C(NC1CCCCC1)C(c1cccnc1)N(C(=O)CCl)c1ccccc1Cl (configuration not stated)
    4	-5.0	12	4	-7	-23	12	44	18	15
Cc1ccc(CCNC(=O)C2CCN(S(=O)(=O)c3cccc4nonc34)CC2)cc1
    2	-1.9	7	-2	2	-32	80	-28	-2	87
CC1CCN(S(=O)(=O)c2ccc(Cl)cc2Br)CC1
    -8	-1.1	16	5	-1	-22	80	-16	27	91
[O-]/[N+](=C\c1ccc(F)cc1)c1ccccc1
    -8	-1.4	15	0	.	7	95	-22	-12	90

Retrieved by structure from the entries so far:
Fields: GALR2 blocker	MRP1 act	Measles CPE	NPY Y2 blocker	Phagocytosis inh	BB579 growth dn	HCT116 PTEN-null	E-sel TNF inh	Yeast lifespan up	bCat KO growth
[O-]/[N+](=C\c1ccc(F)cc1)c1ccccc1
    -8	-1.4	15	0	.	7	95	-22	-12	90
Cc1ccc(C(=O)Nc2ncc(C)s2)o1
    -13	-3.3	11	0	.	-33	73	13	-8	77
COc1ccc(OC)c(C2C3=C(N=c4s/c(=C\c5cccc(O)c5)c(=O)n42)c2ccccc2CC3)c1 (configuration not stated)
    -2	-5.1	11	-1	-4	-47	3.2*	.	12	3.2*
O=C(NC1CCCCC1)C(c1cccnc1)N(C(=O)CCl)c1ccccc1Cl (configuration not stated)
    4	-5.0	12	4	-7	-23	12	44	18	15
Cn1cccc1Cc1nnc(SCC(=O)Nc2ccccc2F)n1-c1ccc(F)cc1
    -5	-2.5	11	-2	0	-36	80	.	-6	83
CC1CCN(S(=O)(=O)c2ccc(Cl)cc2Br)CC1
    -8	-1.1	16	5	-1	-22	80	-16	27	91

Continuation.
Fields: GALR2 blocker	MRP1 act	Measles CPE	NPY Y2 blocker	Phagocytosis inh	BB579 growth dn	HCT116 PTEN-null	E-sel TNF inh	Yeast lifespan up	bCat KO growth
CC1=C(C(=O)OCC2CCCO2)C(c2ccccc2)NC(=O)N1 (configuration not stated)
    3	-0.3	13	3	0	-34	99	.	4	115
O=C(OCc1nnc(-c2ccccc2)o1)c1cc(S(=O)(=O)N2CCOCC2)c(Cl)cc1Cl
    6	-0.1	7	5	-1	-35	93	.	0	84
Nn1c(=O)c2ccccc2n2c(SCc3ccccc3)nnc12
    -8	-0.8	11	4	0	-9	100	-3	-12	100
O=c1cc(CNCCCO)c2ccccc2[nH]1
    -1	0.2	2	3	-1	-59	110	18	-3	105
CCCn1c(CN2CCN(C)CC2)nc2ccccc21
    -2	-3.1	5	1	3	-23	92	22	-2	90
COC(=O)CN(c1cc(C(F)(F)F)ccc1Cl)S(C)(=O)=O
    -9	-2.0	41	0	-6	-1	102	.	0	96
CCSc1nnc(NC(=O)Cc2cccc(OC)c2)s1
    -20	-1.3	25	5	-1	-24	87	-10	-15	95
O=P(O)(O)COc1ccccc1P(=O)(c1ccccc1)c1ccccc1
    -1	2.5	7	4	-1	13	97	.	-13	97
COc1ccc(-c2nnc(NC(=O)C3=COCCO3)o2)cc1
    3	-3.0	3	2	.	7	98	.	-3	93
Cc1cc(N2CCN(C(c3ccccc3)c3ccccc3)CC2)n2ncnc2n1
    -1	-0.1	29	4	-2	-1	98	9	4	92
Cc1c(C(=O)Nc2cccc(Cl)c2)c2ccccn2c1CCc1ccncc1
    33*	-3.0	2	3	-5	-25	31	.	0	45
COCn1c(COc2ccccc2)nc2ccccc21
    -1	-0.8	4	0	-2	-48	95	1	-8	87
